Screens (PubChem)
DENV2 CPE rescue – inhibitors of DENV2 cytopathic effect, primary screen, cell-based, plate reader, single concentration; CPE inhibition, % at 9.99 µM; DENV2-infected cells, cytopathic effect rescue; 1.7% of 350,000 active; AID 651640, 2012; in the data active = CPE inhibition above about 20%, passing the limit was not always enough; inconclusive = no clear call, values can overlap the other calls; tested in BHK-21 cells;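 note: 0% = median of neutral control wells and 100% = median of positive control wells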
CFTR F508del cor – F508del CFTR correction, initial screen, CFBE line, single point; CFBE cells, YFP halide quenching; stimulated with forskolin plus potentiator P3; % fluorescence drop versus neutral controls; activity (quench increase), % at 7.58 µM; 0.36% of 350,000 active; AID 720511, 2013;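 active = mean added fluorescence quench of at least 8% versus neutral control, with both replicates also reaching 8%; inconclusive = only one of the mean or replicate conditions met; inactive = mean below 8% and not both replicates reaching 8%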;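 note: cells transiently co-express mutant CFTR-F508del with the halide-sensitive YFP; corrector assay measuring rescue of mutant channel to the surface after 24 h compound exposure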
XiGFP reactiv – activators of inactive X chromosome reactivation, primary screen, imaging, XiGFP fibroblasts, GFP high-content imaging, set 2; XiGFP mouse fibroblasts, % GFP-positive cells imaging, 3 d; cells co-treated with 5-aza-dC sensitizer; scaled so ellipticine positive control = 100%; activation, % at 7.58 µM; 0.055% of 360,000 active;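 active = mean normalized replicate activation at least 10% and every replicate at or above 10%; inconclusive = only one of the two criteria met; inactive = mean below 10% and not all replicates reach 10%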;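 note: 0% = median of on-plate neutral control wells and 100% = ellipticine 6 µM median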
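System: XiGFP fibroblasts, SV40-immortalized. Medium: DMEM plus 5-aza-dC sensitizer. Doses: single point. Timing: 3 d treatment, 15 min room-temperature fixation. Control set: ellipticine 6 µM.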
RAD54 inh – inhibitors of human RAD54 branch migration, primary screen, biochemical, fluorescence, single point; 0.14% of 360,000 active; AID 602329, 2012; inhibition, % at 10.4 µM; RAD54 Holliday junction branch migration, FAM/BHQ fluorescence;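 active = mean normalized replicate activity at least 40 and at least half of replicates scoring 40 or more; inconclusive = only one of the two criteria met; inactive = mean below 40 and under half of replicates reaching 40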;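 note: 0% = median of neutral control wells and 100% = median of positive control wells; inhibitors cause a drop in the FAM fluorescence signal; in these data hits start at about 50%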
E-sel inducer – E-selectin induction in HUVECs, primary screen, imaging, HUVEC, immunofluorescence imaging, single point | P16581 | normalized: neutral wells 0, TNF-alpha wells 100 | activation, % at 7.58 µM | 0.37% of 260,000 active | AID 686992, 2013;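 active = mean E-selectin-positive cell signal at least 10% of the positive control, reached in at least 60% of replicates, without over 20% cell loss; inconclusive = no rule given, readout overlaps actives, possibly toxicity-flagged; inactive = the rest, including those meeting only one limit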;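 note: in these data hits start at about 27%; measured in HUVEC primary endothelial cells; signal is the percent of cells scored E-selectin positive by PE staining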
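material = human umbilical vein endothelial cells (HUVEC), E-selectin induction | quantity = 3,000 cells/well | medium = EGM-2 growth medium on 0.1% gelatin-coated wells | technique = immunofluorescence imaging | read-out basis = % PE-positive cells | control set = TNF-alpha positive control, DMSO neutral control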
RAD52 anneal inh – RAD52 DNA annealing inhibitors, primary screen, biochemical, FRET, single point, set 2. 0.46% of 360,000 active. inhibition, % at 18.7 µM. recombinant RAD52 DNA annealing, FRET fluorescence. AID 651710, 2012;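 active = every replicate showing at least 50% inhibition; inconclusive = mean inhibition at least 50% but not in every replicate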
Target sequence (P43351 whole entry, looked up): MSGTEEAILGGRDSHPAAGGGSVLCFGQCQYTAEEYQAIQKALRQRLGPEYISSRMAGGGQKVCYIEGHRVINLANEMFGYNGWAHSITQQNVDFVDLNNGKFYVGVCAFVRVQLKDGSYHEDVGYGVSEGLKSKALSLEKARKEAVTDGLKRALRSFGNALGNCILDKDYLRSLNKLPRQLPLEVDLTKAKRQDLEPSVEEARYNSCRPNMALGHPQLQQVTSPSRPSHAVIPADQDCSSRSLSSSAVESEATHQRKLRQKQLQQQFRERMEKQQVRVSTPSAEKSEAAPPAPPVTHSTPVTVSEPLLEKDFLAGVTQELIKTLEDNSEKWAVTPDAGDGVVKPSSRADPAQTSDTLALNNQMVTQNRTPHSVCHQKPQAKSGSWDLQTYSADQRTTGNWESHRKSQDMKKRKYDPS
Casp6 inh – human caspase-6 inhibitors, primary screen, biochemical, VEID-R110 fluorescence, single point, set 2 | P55212 | purified caspase-6, Z-VEID-R110 cleavage fluorescence | inhibition, % at 12.5 µM | 0.53% of 350,000 active | AID 686996, 2013;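 active = mean inhibition across replicates at least about 35%, with every replicate also reaching that limit, limit read from the data; inconclusive = only one of the two criteria met; inactive = neither criterion met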;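 note: 0% = median of neutral control wells and 100% = no fluorescence left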
Target sequence (P55212 24-179 limits assumed): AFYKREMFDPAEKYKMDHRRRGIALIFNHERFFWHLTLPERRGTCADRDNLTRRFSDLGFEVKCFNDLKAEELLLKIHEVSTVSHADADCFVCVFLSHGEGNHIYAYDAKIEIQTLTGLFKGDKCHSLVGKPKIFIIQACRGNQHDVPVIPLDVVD
Target sequence (P55212 194-293 limits assumed): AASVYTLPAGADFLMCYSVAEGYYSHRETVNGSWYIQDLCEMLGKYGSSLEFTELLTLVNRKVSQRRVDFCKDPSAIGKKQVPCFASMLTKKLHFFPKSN
GSIS activator – GLuc luminescence reporter in INS-1E cells, primary screen for activators of glucose-dependent secretion of insulin; INS-1E GLuc reporter insulin secretion, 2-3 h; activation, % at 16.6 µM; 0.61% of 370,000 active; AID 743287, 2014;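 active = lowest replicate activation of at least 40%, so every replicate reaches that level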;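 note: 0% = median of neutral control wells and 100% = median of IBMX positive control wells; some compounds called inactive have numbers as strong as hits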
Starred values were filed as active, the others as inactive; ? = inconclusive; . = not tested or not shown. The list is partial; the hit share may differ from the screen's.

The line under a structure holds: DENV2 CPE rescue	CFTR F508del cor	XiGFP reactiv	RAD54 inh	E-sel inducer	RAD52 anneal inh	Casp6 inh	GSIS activator
C[N+](C)(C)Cc1ccccc1
  -2.4	4.2	0.0	1.3	0.1	-11.6	75.7*	.
Cc1cc(C)nc(NS(=O)(=O)c2ccc(N=Cc3c(O)n(C)c(=O)n(C)c3=O)cc2)n1
  .	-3.0	0.0	.	-0.5	-107.5	1.7	16.1
CC(=NNC(=S)N1CC2CCC(CC2)C1)c1nccs1
  -3.9	-1.0	0.4	.	0.5	-3.5	-4.0	5.2
COC(=O)[C@H]1[C@H](CO)[C@H]2Cn3c(ccc(-c4ccccc4)c3=O)[C@@H]1N2C(=O)c1ccccc1F
  5.3	-1.1	0.1	-12.2	-0.2	-17.2	.	9.6
CC1CCCCN1C(=O)Cn1cc(C=C2C(=O)N(C)C(=O)N(C)C2=O)c2ccccc21 (configuration not stated)
  0.5	-1.8	0.1	-3.2	-1.5	-263.3	-1.3	20.7
Clc1ccc(CCNCc2ccncc2)c(Cl)c1
  0.3	-4.4	0.0	-7.0	.	-1.4	-4.2	0.1
O=C(Cc1ccccn1)N1CCCCN2[C@@H](CO)[C@@H](c3ccc(C#Cc4ccccc4)cc3)[C@@H]2C1
  8.0	-1.5	0.0	0.7	-0.3	-7.4	-4.0	5.3
O=C(O)[C@H]1[C@H](CO)[C@H]2Cn3c(ccc(-c4ccncc4)c3=O)[C@@H]1N2S(=O)(=O)c1ccccc1F
  -1.0	.	0.1	7.6	-0.1	1.6	0.4	6.1
OCC1CN1C1CCCCC1 (configuration not stated)
  -0.1	1.3	0.3	-9.5	-1.6	0.8	-1.9	.
CN1Cc2cccnc2N(C)Cc2cc(Cl)ccc21
  -3.5	1.6	0.2	-0.8	.	-29.4	-0.6	-9.2
CCOC(=O)C1(c2ccccc2)CCN(Cc2cccc(C(=O)O)c2)CC1
  ?	.	.	-0.4	.	-1.0	0.6	3.9
C=CCn1c(O)c(C(CC)=Nc2ccc(C(=O)O)cc2)c(=O)[nH]c1=O
  17.6	-0.6	0.0	.	0.5	-9.6	-0.9	13.5
Cc1cccc(NC(=O)[C@@H](NC(=O)N2C[C@H]3C[C@@H](C2)c2cccc(=O)n2C3)C(C)C)c1
  -5.9	-4.6	.	-6.7	.	-5.5	-2.8	10.7
COc1cc2c(cc1OC)-c1c(OC)c(OC)cc3c1[C@H](C2)[N+](C)(C)CC3
  19.6	-4.1	0.0	16.4	.	6.4	-0.4	-6.0
COc1ccc(NC(=O)c2cn(CCC#N)nc2-c2ccc([N+](=O)[O-])cc2)cc1
  12.5	-0.1	0.1	.	3.4	-21.8	-2.0	-12.4
CNCCc1ccc(OC)c(OC)c1
  51.4*	1.1	.	-6.1	.	-0.1	-4.2	1.0
O=[N+]([O-])c1ccc(OP(=O)(O)Oc2ccc([N+](=O)[O-])cc2)cc1
  -3.7	-4.3	0.1	-7.2	0.0	-6.1	3.2	0.4
COc1ccccc1-n1c(/C=C/c2ccc(O)cc2)nc2ccccc2c1=O
  0.9	2.0	0.0	5.7	0.1	-20.9	-0.9	.
Cc1nn(Cc2ccccc2Cl)c(Cl)c1C(=O)O
  -0.3	-0.7	0.0	-16.0	2.8	-8.9	4.4	13.3
COCOC1CCC2C3CCC4=CC(=O)CCC4=C3C=CC12C (configuration not stated)
  -3.6	-0.5	-0.2	-8.3	.	-16.0	13.6	.
COc1cc(-n2c(=S)[nH]c3ccc(C)cc3c2=O)c(Cl)cc1Cl
  -4.3	4.3	0.0	.	.	-8.3	5.5	7.5
CN(C)Cc1c[nH]c2ccccc12
  -11.1	-2.6	.	-0.8	.	-2.9	0.2	-2.6
O=c1[nH]c(O)c(C=Nc2cccc(F)c2)c(=O)[nH]1
  3.3	-1.2	0.5	-13.5	-0.1	-65.1	-2.3	11.9
CCC(=O)N1CC(=O)Nc2ccc(F)cc2C1c1ccccc1 (configuration not stated)
  0.7	-3.8	-0.1	-11.9	0.3	0.7	1.6	.
CN1CCN(c2ccc([N+](=O)[O-])c(NCC3CCCO3)c2)CC1 (configuration not stated)
  .	-0.5	0.2	.	-0.6	.	.	-6.4
CCCOc1ccccc1OCC(=O)N1CCN(CC(=O)N2CCOCC2)CC1
  6.8	2.4	-0.2	-2.4	0.0	28.2	-0.8	11.9
O=C1NC(=S)NC(=O)C1=Cc1cccn1-c1ccc(O)cc1
  3.2	-3.1	0.2	.	.	-20.9	88.1*	4.8
COc1c(C=C2C(=O)NC(=O)NC2=O)c(CCN(C)C(=O)c2ccccc2)cc2c1OCO2
  -20.7	0.9	.	-4.0	.	-38.7	0.0	.
O=c1[nH]c(=S)[nH]c(O)c1N=Nc1ccc2c(c1)OCO2
  -3.8	0.0	0.0	.	2.7	-9.6	-2.3	-6.2
COc1ccc(/C=C/C(=O)c2c(O)n(CCC3=CCCCC3)c(=O)[nH]c2=O)cc1OC
  3.4	-0.9	0.1	.	.	-121.2	-1.4	6.9
COc1ccc(OC)c(C(c2c(O)c3ccccc3oc2=O)c2c(C)n(C)n(-c3ccccc3)c2=O)c1 (configuration not stated)
  -0.3	-1.8	-0.1	-0.5	-0.1	-19.5	-1.2	.
COc1cccc(O)c1CN1CCCC(C(=O)c2sccc2C)C1 (configuration not stated)
  -2.5	-0.5	0.6	9.5	-0.8	-11.6	-1.3	24.1
COC(=O)C1=C(c2ccccc2OCc2ccccc2)C[C@@H]2CC[C@H]1N2C
  2.1	0.0	0.0	-3.0	-0.1	13.4	-2.8	3.1
O=C1C(Cl)=CC(=Nc2ccc(O)cc2)C=C1Cl
  4.9	-3.8	0.0	2.4	.	-8.6	40.3*	31.2
CCOC(=O)[C@]12Cc3cc(Cl)ccc3[C@H]1N(Cc1ccccc1)C(=O)c1cc(OC)ccc12
  -1.6	1.3	0.2	.	-0.2	-40.3	0.9	-4.7
CNS(=O)(=O)c1ccc(N=Cc2c(O)n(-c3cccc(C)c3)c(=O)[nH]c2=O)cc1
  1.7	1.1	0.0	8.3	-4.3	-19.2	2.2	3.0
C(=N\NC1=NCCCCC1)/c1c[nH]c2ccccc12
  6.6	0.9	0.2	.	0.6	8.8	-3.9	9.4
CC1CCC(C(C)C)C(OC(=O)Cn2c(COc3ccccc3)[n+](C)c3ccccc32)C1 (configuration not stated)
  -1.5	1.3	0.0	29.0	-0.3	35.9	24.1	153.7*
CN(C(=O)c1ccc(Cl)nc1)C1(c2ccccc2Cl)CCCCC1=O (configuration not stated)
  .	-1.4	0.0	.	0.0	-9.8	.	-0.9
Cc1ncc(CN2CCCC(C(=O)c3cccc(Cl)c3)C2)s1 (configuration not stated)
  -1.4	0.0	0.4	.	0.7	-22.7	-5.3	-13.2
CCCCCc1nc2ccccc2c(=O)n1-c1ccccc1[N+](=O)[O-]
  -1.6	1.3	0.2	8.8	.	4.3	2.2	-16.8
COc1cc2c(cc1OC)C(c1c(O)n(CCc3ccccc3)c(=S)[nH]c1=O)NCC2 (configuration not stated)
  0.7	0.9	0.3	.	0.1	-157.7	-1.4	-11.4
O=C(NC1CN2CCC1CC2)c1ccc(Cl)cc1 (configuration not stated)
  5.3	-1.4	.	.	.	-6.1	-2.2	23.2
CCC(=O)Nc1ccc(Cl)c(Cl)c1
  6.6	-2.9	0.6	-1.9	2.6	-2.9	-4.7	.
c1cncc(CNCCc2c[nH]c3ccccc23)c1
  -1.2	2.5	0.0	-4.5	1.1	13.6	-5.9	-15.7
CCc1ccc(CNCCc2ccc(F)cc2)cc1
  8.6	.	0.0	.	-0.3	1.4	-1.7	-37.5
O=C1NC(=S)SC1=Cc1ccc(N(CCCl)CCCl)cc1
  13.0	1.0	0.1	-26.1	0.0	-241.0	-0.9	-44.6
CN(C)CC#Cc1ccc([C@@H]2[C@H]3CN(C(=O)Cc4ccccn4)CCCCN3[C@H]2CO)cc1
  30.2*	-0.7	0.1	-2.8	0.0	43.8	2.0	9.9
O=C(COC(=O)c1cccc(O)c1)Nc1ccc(Cl)cc1C(=O)c1ccccc1
  3.4	-2.3	0.0	.	.	0.8	1.8	-2.0
CC1CN=C(Nc2ccc(F)cc2)S1 (configuration not stated)
  -1.9	-2.4	0.0	11.7	0.0	-0.7	-9.7	-0.7
CCOP(=S)(OCC)SCSP(=S)(OCC)OCC
  ?	2.7	0.0	0.9	.	-7.6	-0.5	.
O=C(Cc1ccccc1)N1CCN(Cc2ccccn2)CC1
  .	.	.	-4.3	.	-5.0	-3.3	9.7
O=C(c1ccc(-c2ccccc2)c(F)c1)C1CCCN(CCO)C1 (configuration not stated)
  -4.5	-0.2	0.1	.	.	5.1	-8.6	-5.8
COC(=O)C1=C(c2ccccc2OCc2ccccc2)C[C@@H]2CC[C@H]1N2C(=O)NCc1ccc(C(F)(F)F)cc1
  ?	4.1	0.0	-10.9	-0.4	-20.3	-0.1	-30.5
O=C1NC(=O)N(c2ccc3c(c2)OCO3)C(=O)/C1=C/c1ccsc1
  -0.9	-1.2	0.1	.	0.4	-132.7	-1.7	-6.3
O=C(c1cc(F)ccc1F)C1CCCN(CCCc2ccccc2)C1 (configuration not stated)
  3.1	-0.5	-0.1	.	.	-23.9	-3.0	-11.4
